High-throughput results: PubChem BioAssay, several laboratories
AID2073 = inhibitors of Mint1-CaV2.2 protein interaction, biochemical, HTRF (AID 2073). HTRF protein-protein interaction, Mint1-CaV2.2; higher % means a stronger effect. inhibition, % at 20 µM; hits with a dose series show IC50 in µM. 0.19% of 290,000 active; in the data active = inhibition mostly above about 51%, no sharp cut-off; also: some results filed as inactive read as strong as hits
SIAH1 antagonists = Siah-1 peptide-binding antagonists, primary screen, biochemical, fluorescence polarization, rhodamine-plectin, uHTS (AID 1817). Siah-1 / rhodamine-plectin peptide fluorescence polarization; higher % means a stronger effect. displacement, % at 20 µM; hits with a dose series show IC50 in µM. 0.02% of 290,000 active;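 active = displacement of at least 50% at 20 µM, with a fluorescence ratio check between 0.3 and a set limit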;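 also: plate controls were Siah plus tracer with DMSO for no effect and tracer alone without Siah for full effect; strong numbers were not always called active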
GPR55 activation = selective activators of receptor GPR55 – imaging, U2OS cells, beta-arrestin-GFP redistribution, primary screen (AID 1961). U2OS GPR55 beta-arrestin-GFP redistribution imaging; higher % means a stronger effect. activation, % at 10 µM, or EC50 in µM where a hit was titrated. 0.048% of 290,000 active;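 active = activation above 40% with more than 50 cells counted in the well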;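 also: U2OS osteosarcoma cells stably expressing GPR55 and beta-arrestin-GFP; plate controls were DMSO negative control for no effect and LPI positive control for full effect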
GPR55 antagonists = inhibition of LPI-stimulated GPR55 beta-arrestin translocation – imaging, U2OS, beta-arrestin-GFP, LPI agonist, primary screen (AID 2013). U2OS GPR55 beta-arrestin-GFP translocation imaging, LPI antagonism; higher % means a stronger effect. inhibition, % at 10 µM, or IC50 in µM where a hit was titrated. 0.13% of 290,000 active;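 active = spots per cell inhibited over 60%, with over 100 cells counted and total cytoplasm intensity under 500,000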;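 also: U2OS cells stably carrying GPR55 and arrestin-GFP stimulated by 5 µM LPI near EC80; imaged beta-arrestin-GFP aggregate spots per cell after agonist stimulation; plate controls were LPI-stimulated DMSO wells for no effect and DMSO wells without LPI for full effect; some results filed as inactive read as strong as hits; confirmed hits need IC50 under 10 µM and bright autofluorescent wells are also inconclusive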
UTI89 phage lysis = inhibition of K1F phage lysis, E. coli UTI89, bacterial capsule biogenesis inhibitors, alamar blue (AID 488966). E. coli UTI89 K1F phage lysis, alamar blue, 2 h; higher % means a stronger effect. inhibition, % at 100 µM, or IC50 in µM where a hit was titrated. 0.02% of 340,000 active;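 active = phage lysis inhibition, versus mean bacterial control, above a set limit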;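 also: capsule biogenesis inhibitors block K1F phage lysis so surviving cells raise fluorescence; higher fluorescence means more inhibition of phage lysis; actives were called in the ten point dose series up to 300 µM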
GPR35 arrestin U2OS = GPR35 antagonists blocking zaprinast-driven arrestin recruitment, primary screen, imaging, U2OS, beta-arrestin-GFP, zaprinast agonist (AID 2058). U2OS GPR35 beta-arrestin-GFP translocation imaging, zaprinast antagonism; higher % means a stronger effect. inhibition, % at 10 µM, or IC50 in µM where a hit was titrated. 0.052% of 290,000 active;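 active = inhibition of at least 50% with at least 30 cells and total cytoplasm GFP at most 10,000,000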
HIV fusion peptide = inhibitors of HIV fusion peptide binding, primary screen, biochemical, uHTS, fluorescence dequenching (AID 1986). cell-free peptide binding, fluorescence dequenching, 30 min; higher % means a stronger effect. inhibition, % at 20 µM, or IC50 in µM where a hit was titrated. 0.3% of 290,000 active; in the data active = inhibition mostly above about 52%, no sharp cut-off; inactive = mostly below about 76%; also: some results filed as inactive read as strong as hits
NTR1 agonist = NTR1-driven beta-arrestin-GFP spot formation – imaging, U2OS cells, high content, primary screen (AID 493036). 0.17% of 330,000 active. activation, % at 20 µM. agonist mode;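 active = activation at or above 40% of the spot to cytoplasm intensity ratio, with at least 20 cells analyzed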;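 also: 0% = DMSO without peptide and 100% = 100 nM NTR1 peptide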
Target sequence (P30989 whole entry, looked up): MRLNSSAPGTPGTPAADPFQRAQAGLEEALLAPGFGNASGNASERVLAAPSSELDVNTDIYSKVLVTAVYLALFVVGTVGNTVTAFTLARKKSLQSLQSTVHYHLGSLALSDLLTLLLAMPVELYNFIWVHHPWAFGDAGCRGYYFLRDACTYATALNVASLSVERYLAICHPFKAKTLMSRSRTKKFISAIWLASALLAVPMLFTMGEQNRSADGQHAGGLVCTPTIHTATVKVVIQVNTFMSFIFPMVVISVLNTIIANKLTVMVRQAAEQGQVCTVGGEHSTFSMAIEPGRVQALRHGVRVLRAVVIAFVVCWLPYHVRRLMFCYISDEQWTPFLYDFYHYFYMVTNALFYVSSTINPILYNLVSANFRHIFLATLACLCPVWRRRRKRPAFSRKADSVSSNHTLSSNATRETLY
NS5 inhibitors = flavivirus cap methylation enzyme inhibition – biochemical, confirmation dose response, primary screen (AID 588689); Dengue-2 NS5 methyltransferase capping enzyme assay, biochemical; higher % means a stronger effect; inhibition, % at 25 µM, or IC50 in µM where a hit was titrated; 0.3% of 340,000 active; in the data active = a potency from the dose series
NTR1 agonist cell count 20 µM = further read-out of NTR1 agonist, marked with its call; cell count; measured here: cell count, cytotoxicity flag
NS5 inhibitors pilot replicate = further read-out of NS5 inhibitors, marked with its call; inhibition, %; measured here: pilot screen replicate inhibition
Numbers without * were called inactive; . = no result given; [ ] = remark or other dose. Rows were taken by chance. About 1.2% of those tested had a hit in this group.

SMILES | AID2073 | SIAH1 antagonists | GPR55 activation | GPR55 antagonists | UTI89 phage lysis | GPR35 arrestin U2OS | HIV fusion peptide | NTR1 agonist | NTR1 agonist cell count 20 µM | NS5 inhibitors | others
Cc1cc(N2C(=O)C(O)=C(C(=O)c3ccco3)C2c2ccc([N+](=O)[O-])cc2)no1 (stereo unspecified) | 10% | 3% | 0.6% | 16% | 0.2% | 1% | 1.4% | 1.5 | 74 | -1%
CN1C(=O)NC(NC(=O)c2ccncc2)(C(F)(F)F)C1=O (stereo unspecified) | 0% | 1% | -0.2% | 3% | 0.4% | -9% | -0.9% | 0.8 | 74 | -10%
COc1ccc(C(=O)CCC(=O)Nc2cccc(Cl)c2)cc1 | -5% | 3% | 0.0% | 6% | 0.5% | 10% | 6.2% | 3.3 | 65 | -10%
O=C(NCCc1ccccc1)C(=O)NN=C1CCCC1 | 9% | -1% | -0.1% | 25% | 0.0% | -16% | 0.6% | -0.2 | 85 | -6%
O=C(Nc1ccc(F)cc1)NC1CCCCC1 | 13% | -3% | 0.2% | -8% | 3.5% | -2% | 0.8% | 4.0 | 36 | 1%
NC(=O)c1oc2ccccc2c1NC(=O)CS(=O)(=O)c1ccccc1 | -5% | 0% | -0.1% | 1% | 0.2% | 2% | -1.0% | -0.2 | 61 | 12%
Clc1ccccc1CN1CCN(/N=C/C=C/c2ccco2)CC1 | 6% | 10% | 0.3% | 10% | 0.5% | 11% | 6.7% | 2.1 | 38 | -2%
COC(=O)N/N=C/c1cc([N+](=O)[O-])cc(Br)c1O | 5% | 0% | -0.5% | -1% | -1.1%[50 µM] | 11% | 0.8% | 1.9 | 50 | -4%
CC(Sc1nnnn1-c1ccccc1)C(=O)Nc1ccccc1-c1ccccc1 (stereo unspecified) | -1% | 3% | 0.3% | 10% | 3.2% | 2% | 1.0% | 3.4 | 38 | -7%
C=CCc1ccc(OCCCOc2ccc(C)cc2OC)c(OC)c1 | -7% | -4% | 0.2% | 3% | 1.5% | 5% | -2.3% | 0.8 | 50 | 4%
CCCC(=O)Nc1nnc(S(=O)(=O)N(CC)c2ccc(OC)cc2)s1 | -5% | -6% | 0.0% | 4% | 1.8%[50 µM] | 2% | 1.4% | -0.5 | 92 | -8%
CCOC(=O)C1=C(C)N(c2ccc(OCC)cc2)C(=O)/C1=C\c1ccco1 | 8% | 1% | -0.4% | 1% | -1.2% | -4% | 4.9% | 8.8 | 26 | -3%
O=C(Nc1ccccc1-c1ccccc1)C12CC3CC(CC(C3)C1)C2 | -1% | 5% | 0.0% | 7% | -0.1% | -8% | 5.2% | 4.2 | 35 | -10%
COc1ccccc1-c1nc2ccccc2c(=O)n1O | 12% | -1% | 0.4% | 6% | -0.1% | -2% | 0.0% | 0.1 | 85 | -5%
COc1ccc(OCc2cc(C(=O)N3CCC(c4ccccc4)CC3)no2)c(Cl)c1 | 28% | -3% | 0.0% | -10% | 0.1% | -2% | -0.5% | 0.8 | 62 | -3%
Cc1c(C(=O)Nc2ccccc2F)sc2ncn(CC(=O)N3CCOCC3)c(=O)c12 | -8% | 2% | 0.3% | 10% | -0.1% | -6% | -0.3% | -0.2 | 59 | -7%
O=C(NCCCN1CCOCC1)c1ccc(Sc2ccc(F)cc2)c([N+](=O)[O-])c1 | -5% | 0% | 0.2% | 2% | 1.4%[50 µM] | 1% | -0.4% | 0.6 | 55 | 1%
CCC1CN(C(=O)N2CCC(C(=O)NCc3cccc(OC)c3OC)CC2)c2cc(C)ccc2O1 (stereo unspecified) | 4% | 12% | -0.2% | 9% | -0.1% | 11% | 0.7% | -1.2 | 64 | 2%
CC(=O)NC(Cc1ccc(C)cc1)C(=O)NC1CCN(C(=O)NCc2ccccc2)CC1 (stereo unspecified) | 5% | 0% | 0.2% | 7% | 0.0% | 10% | 0.5% | -0.6 | 41 | 5%
O=C(O)/C=C\C(=O)Nc1ccccc1N1CCN(c2ccccc2)CC1 | 0% | 2% | -0.1% | -4% | -1.5% | 2% | 1.8% | 0.7 | 72 | .
Cc1cccc(NC(=S)NNC(=O)c2ccccc2OC(F)F)c1 | -24% | -5% | -0.1% | 3% | 0.6% | -3% | -3.5% | -1.5 | 92 | -6%
Cc1cc(S(=O)(=O)NCCN2CCOCC2)ccc1Cl | -9% | 3% | -0.1% | -4% | 0.0% | 10% | 1.5% | -0.9 | 78 | -1%
Oc1ccc2ccccc2c1CN1CCN(C/C=C/c2ccccc2)CC1 | -4% | 2% | -0.2% | 14% | 0.4% | 4% | -1.7% | 3.4 | 61 | -14%
O=C(Nc1ccc(Cl)c(Cl)c1)Nc1ccccn1 | 5% | 3% | 0.4% | 4% | 0.2% | 7% | 1.8% | 4.2 | 83 | -7%
CSc1nc2c(c(=O)n1-c1ccccc1)SCC2 | 2% | -1% | -0.1% | -1% | 10% | -11% | 0.7% | -0.6 | 63 | -3%
O=C(NCCC(=O)N1CCC2(CC1)NCCc1[nH]cnc12)c1cccc(C(F)(F)F)c1 | 5% | 7% | -0.2% | 10% | 0.1% | 1% | 1.2% | -1.3 | 64 | -7%
Nc1ccccc1C(=O)N1CCc2ccccc21 | 12% | 3% | -0.2% | -4% | 0.9% | -14% | 0.3% | -1.4 | 53 | 10%
CC(C)C1C(C#N)=C(N)Oc2n[nH]c(C(C)(C)C)c21 (stereo unspecified) | 6% | 2% | 0.0% | 0% | 0.0% | 9% | 0.2% | -0.5 | 50 | 5%
O=C(O)c1cc2nc(-c3cccs3)cc(C(F)(F)F)n2n1 | 37% | -8% | -0.1% | -9% | 0.0% | -8% | -0.2% | -0.7 | 29 | -6%
Cc1occc1C(=O)NC(C)CCc1ccccc1 (stereo unspecified) | -7% | -3% | -0.3% | 9% | 0.0% | -3% | 1.5% | 1.6 | 42 | 3%
N#Cc1cnc(NOCc2ccc(Cl)cc2)nc1 | 9% | 12% | -0.3% | -2% | 0.4% | 5% | 0.4% | 1.2 | 59 | -1%
COc1ccc(OCCn2cnc3ccccc32)cc1 | -1% | -1% | -0.2% | 10% | 0.2% | -2% | 1.5% | 0.4 | 71 | 1%
Cc1ccc(N(CC(=O)N2CCOCC2)S(C)(=O)=O)cc1C | -5% | -1% | -0.1% | 5% | 0.9% | 9% | 1.7% | -1.1 | 82 | 0%
Nc1nc2sc3c(c2c(=O)s1)CCCC3 | -5% | 4% | -0.1% | 0% | 1.4% | -7% | 1.4% | 2.9 | 54 | -2%
C(=N\Nc1nc(N2CCOCC2)nc(N2CCOCC2)n1)/c1ccncc1 | 2% | 2% | 0.5% | 0% | -0.1% | -9% | -1.5% | -1.4 | 98 | -8%
O=C(Cc1ccccc1)N[C@@H](Cc1ccccc1)C(=O)O | 12% | 15% | -0.2% | -5% | 0.5% | 11% | -0.4% | -1.2 | 63 | 2%
COc1ccc(-n2c(C)c(C(C)=O)c(C(C)=O)c2C)cc1 | -8% | 1% | -0.2% | 6% | -0.2% | -6% | 0.4% | 0.5 | 51 | -1%
O=Cc1cn(CC(=O)Nc2ccc(F)cc2)c2ccccc12 | 8% | 0% | 0.1% | 3% | 6.0% | -12% | 2.9% | 0.9 | 35 | -2%
COc1ccc(-c2csc(-c3ccccc3)n2)c(OC)c1 | 25% | 9% | -0.4% | 0% | 0.1% | -4% | -1.2% | 2.3 | 47 | -7%
COc1ccccc1CNC(=O)Cc1ccc(C)cc1 | 20% | 2% | 0.3% | -7% | -0.1% | 8% | 0.9% | -1.9 | 72 | -4%
Clc1ccc(OCCCCCN2CCCC2)c(Br)c1 | -2% | 0% | -0.2% | 8% | 0.1% | -8% | -1.0% | -1.4 | 72 | 2%
COc1ccc(-c2nn(-c3ccccc3)cc2N)cc1 | 8% | -6% | 0.6% | 8% | -1.4% | -2% | -1.2% | 4.0 | 54 | 13%
Cn1c(N)c(C(=O)COC(=O)CCc2nc3ccccc3s2)c(=O)n(C)c1=O | 14% | 0% | -0.7% | -2% | 0.6% | -5% | 0.1% | 2.3 | 46 | -2%
Cc1ccc(CNC(=O)CN2CCN(Cc3ccc(C)cc3)C2=O)cc1 | -4% | -2% | -0.1% | 15% | -1.6%[50 µM] | -11% | -2.0% | 0.0 | 49 | -3%
COc1ccc(/C=C/C(=O)Nc2sc3c(c2C(=O)NCc2cccnc2)CCCC3)cc1 | 40% | 2% | 0.5% | 28% | 1.6% | -9% | 0.1% | 6.4 | 84 | -3% | NS5 inhibitors pilot replicate=4.0
S=C(NCc1ccc2c(c1)OCO2)Nc1ccc(-c2nc3ccccc3[nH]2)cc1 | -6% | 0% | -0.2% | 7% | -1.3% | -3% | -3.4% | 1.9 | 32 | -2%
COc1cc(C(=O)Nc2ccc3c(c2)CCN3C(C)=O)cc(OC)c1OC | -6% | 0% | 0.1% | -10% | 1.4% | 5% | -1.3% | -1.7 | 57 | -4%
COC(=O)c1cc(NC(=O)CSc2nnc(CN3CCOCC3)n2C)ccc1Cl | -4% | 0% | -0.1% | 0% | 1.6% | -1% | 2.2% | -0.9 | 94 | -6%
CCCOc1ccc(/C(O)=C2/C(=O)C(=O)N(CCCn3ccnc3)C2c2ccc(C)o2)cc1 (stereo unspecified) | 12% | 11% | -0.1% | 5% | 0.2% | 5% | -1.3% | 0.1 | 32 | -9%
COc1nn(CC(=O)N2N=C(C(F)F)CC2(O)C(F)F)cc1[N+](=O)[O-] (stereo unspecified) | -7% | -2% | 0.0% | -6% | -0.2% | 16% | 0.3% | 0.7 | 76 | -9% | NS5 inhibitors pilot replicate=4.3
O=C(O)CC1=C(Nc2ccccc2)C(=O)N(c2ccccc2)C1c1ccc(Cl)cc1 (stereo unspecified) | 4% | 9% | 0.3% | 12% | 1.0%[50 µM] | 14% | 4.5% | 0.6 | 45 | -2%
CCn1cc(C(=O)N[C@@H](C)C(=O)OC)c(=O)c2cc3c(cc21)OCO3 | 10% | 7% | -0.1% | 2% | 3.3%[50 µM] | 10% | 1.1% | -1.1 | 105 | -9%

Sorted by length of the SMILES (descending): 3 of the compounds above.
SMILES | AID2073 | SIAH1 antagonists | GPR55 activation | GPR55 antagonists | UTI89 phage lysis | GPR35 arrestin U2OS | HIV fusion peptide | NTR1 agonist | NTR1 agonist cell count 20 µM | NS5 inhibitors | others
COc1nn(CC(=O)N2N=C(C(F)F)CC2(O)C(F)F)cc1[N+](=O)[O-] (stereo unspecified) | -7% | -2% | 0.0% | -6% | -0.2% | 16% | 0.3% | 0.7 | 76 | -9% | NS5 inhibitors pilot replicate=4.3
CCn1cc(C(=O)N[C@@H](C)C(=O)OC)c(=O)c2cc3c(cc21)OCO3 | 10% | 7% | -0.1% | 2% | 3.3%[50 µM] | 10% | 1.1% | -1.1 | 105 | -9%
COc1cc(C(=O)Nc2ccc3c(c2)CCN3C(C)=O)cc(OC)c1OC | -6% | 0% | 0.1% | -10% | 1.4% | 5% | -1.3% | -1.7 | 57 | -4%
